SW480 rerep: A quantitative high throughput screen for small molecules that induce DNA re-replication in SW480 colon adenocarcinoma cells. actives 1.8% (n = 340,000). SW480 DNA re-replication, Hoechst DNA content imaging, 48 h. Potency, µM (highest dose often 46.1 µM), inactives show top-dose re-replication activation, hits mostly activators; note: potency is the fitted concentration of half-maximal effect; % of control where 0% means no effect; nearly all actives have a fitted effect of over 55% in size
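250 cells/well; 23 nL cpd via pin tool; 48 hr, 37 C, 5% CO2; Hoechst 40 min; imager read of total nuclear intensity, ex 405/em 500-530 nm.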
IL1B secr inh: qHTS for Inhibitors of Inflammasome Signaling: IL-1-beta AlphaLISA Primary Screen. THP-1 LPS/ATP IL-1B secretion, AlphaLISA, 16 h; hits give low values. activity change, % at 57.5 µM. actives 4.7% (n = 360,000); in the data active = activity change below about -50%; inconclusive = mostly about -30% to -49%; note: % is set by controls: 0 for no effect and ±100 for the full control effect
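Secreted IL-1B measured by AlphaLISA bead assay after 16 h compound exposure of THP-1 cells; compounds (final up to 57.5 uM) added 1 h before LPS (250 ng/mL) and ATP (1.25 mM) stimulation; lower signal means less secretion.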
HT1080 IDH1KD tx: qHTS for induction of synthetic lethality in tumor cells producing 2HG: qHTS for the HT-1080-IDH1KD cell line | HT-1080 IDH1 knockdown viability, ATP luminescence, 48 h | Potency, µM (highest dose often 46.1 µM), without a hit: at the top dose activity, negative = toxicity, usual class: cytotoxic | actives 2% (n = 360,000);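 note: potency is the fitted concentration of half-maximal effect; 0% = DMSO wells and -100% = cell-free medium wells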
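Luminescent ATP read-out (CellTiter-Glo, 10 min at room temperature) after 48 h compound exposure at 37 °C gave viability of IDH1-knockdown HT-1080 cells. Activity was normalised to DMSO and cell-free wells, then fitted as concentration-response curves.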
ATXN viability: Viability Counterscreen for Primary qHTS for Inhibitors of ATXN expression; S2 cells (HEK-293 line with an ATXN2-luciferase reporter) viability, CellTiter-Fluor protease fluorescence, 24 h; Potency, µM (titrated, usually from 56.7 µM), most hits filed as cytotoxic; actives 0.49% (n = 400,000); note: potency is the fitted concentration of half-maximal effect; nearly all actives have a fitted effect of over 40% in size
KB-3-1 tox: qHTS assay for MDR1-selective chemotherapeutics: Primary screen using the parental adenocarcinoma cell KB-3-1; KB-3-1 viability, CellTiter-Glo ATP luminescence, 72 h; Potency, µM (doses to about 46.1 µM), for inactives: at the highest dose activity change, negative = cytotoxic, usual class: cytotoxic; actives 1.4% (n = 400,000); AID 1347075, 2019; note: potency is the fitted concentration of half-maximal effect; % is set by controls: 0 for no effect and ±100 for the full control effect; nearly all actives have a fitted effect of over 60% in size
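Luminescent ATP read-out (CellTiter-Glo) measures survival of drug-naive KB-3-1 cells after 72 h compound exposure at 37 °C. Titration series was screened from lowest to highest concentration, with DMSO vehicle plates as background controls.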
HT1080NT lethal: qHTS for induction of synthetic lethality in tumor cells producing 2HG: qHTS for the HT-1080-NT fibrosarcoma cell line | actives 1.6% (n = 360,000) | Potency, µM (series often up to 46.1 µM), inactives show at the top dose activity, negative = less viability, usual class: cytotoxic | HT-1080-NT fibrosarcoma viability, CellTiter-Glo ATP luminescence, 48 h;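 note: NT is the 2HG producing partner of a matched IDH1 knockdown line; potency is the fitted concentration of half-maximal effect; 0% = DMSO-treated cells and -100% = media-only wells without cells; nearly all actives have a fitted effect of over 55% in size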
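HT-1080-NT; 750 cells/well; 5% FBS RPMI; 48 h compound, 37 degrees C; CellTiter-Glo luminescence; curve fitting and curve-class assignment.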
ATXN2 expr inh: Primary qHTS for Inhibitors of ATXN expression. HEK-293 ATXN2-luciferase reporter, luminescence, 24 h. Potency, µM (titrated, usually from 57 µM), inactives show at the top dose activity change, negative = inhibition, most hits filed as inhibitors. actives 0.72% (n = 360,000); note: potency is the fitted concentration of half-maximal effect; % is set by controls: 0 for no effect and ±100 for the full control effect; nearly all actives have a fitted effect of over 55% in size
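ATXN2-luciferase reporter cells (luciferase flanked by upstream and downstream ATXN2 gene portions) were treated 24 h at 37 °C with compounds at up to 57 uM. SteadyGlo luminescence gave expression; GF-AFC fluorescence gave viability.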
HepG2 viability: qHTS for Inhibitors of TGF-b: Cytotox Counterscreen; HepG2 CAGA-GFP viability, ATP luminescence, 18 h; Potency, µM (series often up to 46.1 µM), inactives show top-dose activity change, negative = cytotoxicity, usual class: cytotoxic; actives 0.76% (n = 410,000); AID 588856, 2011; note: potency is the fitted concentration of half-maximal effect; some results filed as inactive show a strong effect at the top dose
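HepG2 CAGA-GFP cells (1000/well, DMEM with 1% FBS) received compound, then TGF-beta at 500 pg/mL final, and were incubated 18 hours at 37 degrees C. Viability was read by CellTiter-Glo luminescence. Media-only wells were set as complete cell-killing and DMSO as no toxicity.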
MCF10A rerep: A quantitative high throughput screen for small molecules that induce DNA re-replication in MCF 10a normal breast cells; MCF 10A DNA re-replication, Hoechst nuclear intensity, 48 h; Potency, µM (highest dose often 46.1 µM), for the others: at the highest dose activity, positive = re-replication, most hits filed as activators; actives 2.9% (n = 350,000); AID 624296, 2012; note: potency is the fitted concentration of half-maximal effect; % of control where 0% means no effect; nearly all actives have a fitted effect of over 50% in size
* marks the source's active call; other numbers are inactive results; i = inactive; ? = inconclusive; . = not tested or not shown; [ ] = another dose, or the depositor's remark. Unless noted, calls come from the whole dose curve; as a rule, active = well fitted curve in the direction sought with a large enough effect; inconclusive = small, poorly fitted or top-dose-only effect, or another doubt; inactive = no such curve, though single readings can be large; an effect the other way counts as inactive or inconclusive. Outcome played no part in choosing rows (roughly 8.9% active in at least one column).

molecule	SW480 rerep	IL1B secr inh	HT1080 IDH1KD tx	ATXN viability	KB-3-1 tox	HT1080NT lethal	ATXN2 expr inh	HepG2 viability	MCF10A rerep
Cc1oc(-c2ccc(C(=O)NCc3ccccc3Cl)cc2)nc1CN1CCc2ccccc21	.	.	.	i	5.8µM*	.	7%	-16%	.
Cc1cc(NC(=O)Cn2nc(-c3ccccc3F)ccc2=O)ccc1-n1cnnn1	-8%	10	-1%	i	?	12%	-4%	-4%	14%
COc1cccc(CN2CC(C(=O)NCc3cnn(C)c3)CCC2=O)c1 (stereo not given)	-15%	i	2%	i	-2%	0%	8%	0%	-1%
Cc1cccc(NNC(N)=S)c1C	-3%	-7	-7%	i	-10%	-5%	-12%	2%	-6%
COc1cc(C2Nc3ccccc3NC3=C2C(=O)CC(C)(C)C3)cc(OC)c1OC(C)=O (stereo not given)	-8%	-2	1%	i	24%	-9%	-1%	8%	-1%
COc1ccc(OC)c(C2CC(=O)NC(SC)=C2C#N)c1 (stereo not given)	-10%	-1	7%	i	15%	14%	5%	-23%	-1%
CCN(CC)C(=O)[C@H]1C[C@H](CC(=O)NCCN2CCOCC2)C(=O)N2CCc3c([nH]c4cc(CCC(=O)N(C)C)ccc34)[C@]12C	-45%[inhibitor]	-10	5%	i	0%	-1%	-6%	-14%	23%
COC(=O)c1c(N2C(=O)CC(Sc3ccccc3C(=O)O)C2=O)sc2c1CCCC2 (stereo not given)	1%	13	18%	i	2%	7%	-19%	1%	?
CC1CCCN(c2ncnc3c2nc2n3CCCCC2)C1 (stereo not given)	.	.	.	i	2%	.	81%[activator]	6%	.
Cc1ccc(CN(c2ccc(C(=O)NCc3ccccn3)cc2)S(C)(=O)=O)cc1	-2%	-11	4%	i	-18%	14%	-11%	-4%	-1%
CC(C)c1nc2sc3c(SCC(=O)NCc4ccco4)ncnc3c2c2c1CCC2	2%	-10	?	i	-4%	?	-1%	-4%	15µM*
O=C(OCc1nc2ccc(Cl)cc2n1CCO)c1ccccc1C(=O)c1ccccc1	2%	-14	-10%	i	-4%	0%	1%	-2%	-2%
COc1ccc(N2CCN(C(=O)c3cc(S(=O)(=O)N4CCCCCC4)cn3C)CC2)cc1	.	.	.	i	2%	.	8%	-9%	.
COc1ccc2c(c1)-c1ccccc1S(=O)(=O)N(C)C2	?	15	0%	i	0%	-1%	-4%	-6%	-37%[inhibitor]
O=C1NC(=S)S/C1=C/c1ccc(OC(=O)c2ccco2)cc1	2%	?	-3%	i	-14%	-4%	-6%	11%	?
COC(=O)Cc1[nH]nc2c1C(c1cc(OC)c(OC)c(OC)c1)C(C#N)=C(N)O2 (stereo not given)	3%	-3	24%	i	-4%	10%	-5%	-1%	-3%
O=C(CCc1ccc(S(=O)(=O)N2CCCCC2)cc1)c1nnc(-c2ccccc2)o1	3%	0	-8%	?	-12%	-10%	8%	1%	4%
COc1ccc(C2=NOC(Cn3nc(C(=O)NCc4cccc(C(F)(F)F)c4)cc3-c3ccccc3)C2)cc1 (stereo not given)	-47%[inhibitor][9.22 µM]	-6	-4%	i	-1%	-2%	-8%	0%	-3%
Nc1ccc2c(C(F)(F)F)cc(=O)oc2c1	?	27	1%	.	16%	3%	-9%	-3%	?
CC(=O)c1ccc(NC(=O)C(C)N(C)CC(=O)Nc2ccccc2Cl)cc1 (stereo not given)	-10%	-20	3%	i	15%	8%	0%	-4%	16%
COc1cc(NCCCn2ccc(NC(=O)OCc3ccccc3)nc2=O)cc(OC)c1OC	-5%	-30	2%	i	-19%	8%	2%	8%	-3%
Cn1ccnc1SCC(=O)Nc1cccc(O)c1	-1%	0	7%	i	-7%	7%	14%	-10%	-1%
c1ccc(-c2noc(CN3CCN(c4cnccn4)CC3)n2)cc1	?	52	1%	i	10%	2%	3%	-27%	?
COc1ccc(S(=O)(=O)NC2CC2)cc1-n1cnnn1	-16%	28	-6%	i	-7%	-13%	-1%	2%	1%
COC(=O)/C(N=Nc1cccc(C(F)(F)F)c1)=C(\C)O	1%	3	17%	i	?	14%	-8%	10%	3%
COc1ccccc1C(=O)N/C(=C/c1ccccc1)C(=O)Nc1ccc(C(=O)O)cc1	4%	2	0%	i	-6%	3%	1%	7%	?
COC(=O)CSc1nnc([C@H](CC(C)C)NC(=O)OC(C)(C)C)o1	-1%	3	10%	i	7%	9%	-4%	0%	1%
CCOc1ccc(OCc2ccc(C(=O)N/N=C(\C)c3ccccn3)cc2)cc1	?	113	?	?	?	?	2.8µM*	-4%	?
CCN(c1ccccc1)S(=O)(=O)c1ccc(NC(=O)C(C)(C)C)cc1	1%	-9	-2%	i	-2%	11%	1%	4%	13%
COc1ccc(CNc2ncc(-c3ccc(F)cc3)n2C)cc1OC	-17%	-12	-9%	i	-1%	-10%	.	-12%	17%
COc1ccc(/C(O)=C2\C(=O)C(=O)N(Cc3ccco3)C2c2cc(OC)ccc2OC)cc1 (stereo not given)	-3%	16	0%	i	6%	-2%	-7%	11%	-4%
COc1ccc(NC(=O)CN(C)C(=O)C2(c3ccccc3)CCCC2)cc1	0%	-11	-9%	i	?	-1%	-27%	-3%	11%
Cc1nn2c(=O)cc(CSc3ccccc3NC(=O)c3ccccc3F)nc2s1	6%	8	14%	i	7%	16%	6%	-8%	6%
Cc1ccc(NP(=O)(c2ccc(N(C)C)cc2NC(=O)c2cccs2)N2CCOCC2)cc1 (stereo not given)	-13%	-28	-13%	i	12%	-11%	9%	-10%	9%
COc1ccc(/C(C)=N/NC2=NCCN2)cc1Cl	13%	-74*	-8%	?	-3%	-17%	-29%	-23%	8%
COc1ccc(C(=O)NC(C)CCc2ccccc2)c(OC)c1 (stereo not given)	-4%	18	3%	i	5%	5%	9%	5%	2%
Cc1ccc(NC(=O)CSc2nc(-c3ccc(F)cc3)nc3c2Cc2c(CO)cnc(C)c2O3)cc1C	.	.	.	i	21%	.	10%	0%	.
Cc1ccc(C2=NN(CCC(=O)NC3CCCC3)C(=O)CC2)cc1	0%	-1	-5%	i	-4%	1%	3%	-2%	3%
CCN(CC(=O)Nc1cccc(C#N)c1)CC(=O)Nc1cccc(OC)c1	13%	-25	?	i	-4%	-17%	?	1%	11%
COc1cc(/C=C2\SC(=Nc3ccc(Cl)c(C(=O)O)c3)NC2=O)c(Br)c(Br)c1O	-6%[1.84 µM]	32	1%	i	6%	0%	2%	8%	?
COc1ccc2c(c1)c1c(c(=O)n(-c3ccc(C)cc3)c(=O)n1CC(=O)Nc1cc(C)ccc1C)n2C	.	.	.	i	4%	.	8%	-1%	.
CCN1C(=O)NC(c2ccccc2)(c2ccccc2)C1=O	-19%	-11	-2%	i	-2%	-2%	-20%	-38%	20%
Cc1nnc(SCC(=O)Nc2ccc(S(=O)(=O)Nc3ccc(Cl)nn3)cc2)s1	0%	-20	2%	i	-6%	-1%	-6%	-28%	-10%
CC(Sc1nnc(C2CC2)n1C)C(=O)Nc1ccc(N2CCOCC2)cc1 (stereo not given)	-3%	-3	1%	i	-10%	-3%	7%	0%	-1%
COC(=O)c1ccc(/C=C/c2c(-c3ccc(OC)cc3)oc3ccc(N4CCOCC4)cc23)cc1	?	-6	10%	i	?	1%	8%	4%	?
COc1cccc(NC(=O)CSc2nc3c([nH]c4ccccc43)c(=O)n2C)c1	12%	0	-23%	i	2%	-14%	.	2%	?
CC(=O)c1ccc(NC(=O)C(C)Sc2ccccn2)cc1 (stereo not given)	-9%[1.84 µM]	-14	27%	i	13%	26%	45%[activator]	-27%	?
O=C(CSc1nnc(Nc2ccccc2F)s1)NC1CCCC1	-8%	9	2%	i	4%	9%	12%	4%	13%

Full records, looked up by structure.
Cc1cccc(NNC(N)=S)c1C as listed: SW480 rerep = -3%; IL1B secr inh = -7; HT1080 IDH1KD tx = -7%; ATXN viability = i; KB-3-1 tox = -10%; HT1080NT lethal = -5%; ATXN2 expr inh = -12%; HepG2 viability = 2%; MCF10A rerep = -6%
COc1ccc(C(=O)NC(C)CCc2ccccc2)c(OC)c1 (stereo not given) as listed: SW480 rerep = -4%; IL1B secr inh = 18; HT1080 IDH1KD tx = 3%; ATXN viability = i; KB-3-1 tox = 5%; HT1080NT lethal = 5%; ATXN2 expr inh = 9%; HepG2 viability = 5%; MCF10A rerep = 2%

(further entries)
molecule	SW480 rerep	IL1B secr inh	HT1080 IDH1KD tx	ATXN viability	KB-3-1 tox	HT1080NT lethal	ATXN2 expr inh	HepG2 viability	MCF10A rerep
O=C(Nc1ccc2c(c1)oc1ccccc12)c1ccc(Br)o1	-3%	-3	?	i	?	?	11%	-39%	?
Nc1ccc(N=Nc2ccc(N)cc2)cc1	-5%	0	-26%	?	2%	-18%	-11%	-31%	26%
CCOC(=O)c1c(S(=O)(=O)N2CCCC(C(=O)NCc3ccc(Cl)cc3)C2)c(C)n(C)c1C (stereo not given)	.	.	.	i	14%	.	-11%	-12%	.
CCOc1ccc(CCNC(=O)c2oc3c(c2C)-c2[nH]ncc2CC3)cc1OCC	0%	-3	5%	i	-3%	0%	-1%	-27%	1%
O=C(COC(=O)CN1C(=O)C2CCCCC2C1=O)Nc1ccc(S(=O)(=O)N2CCOCC2)cc1 (stereo not given)	-5%	-11	7%	i	-7%	6%	4%	8%	-7%

Bioassay records (PubChem)
